Source: PubChem (several laboratories)
Insulin prom inh: inhibitors of insulin promoter-driven GFP, primary screen, imaging, TRM-6 cells (human fetal islet line), eGFP reporter, cell count | 0.9% of 130,000 active | reporter expression induced with tamoxifen | inhibition, % at 2 µM | AID 1273, 2008;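 active means inhibition above the mean plus 3 SD, with well images judged a real hit on visual review, cut at about 60% in these data, passing the limit was not always enough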
SDO1 yeast rescue: growth rescue of sdo1-depleted yeast, primary screen, S. cerevisiae, bone marrow failure model. S. cerevisiae sdo1-depleted JHY4D growth rescue, OD600 30 h; active compounds read high; pdr5 snq2 efflux-pump mutant strain. z-score at 10 µM. 0.21% of 140,000 active;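 active means z-score above 3 at both the 24 hr and the 30 hr optical density reads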;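 further: z-score against mean and SD of all compound wells on the same plate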
SDO1 yeast rescue Rescue 24 h: also measured in SDO1 yeast rescue; calls as there; z-score; S. cerevisiae sdo1-depleted JHY4D growth rescue, OD600; measured here: growth rescue at 24 h;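 0 is the plate mean of compound wells and units are plate SD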
An asterisk follows results filed as active; nt = not tested or not shown; & = joins results of further samples. Outcome played no part in choosing rows (roughly 0.99% active in at least one column).

SMILES	Insulin prom inh	SDO1 yeast rescue	SDO1 yeast rescue Rescue 24 h
Cc1ccc2c(c1)N(CC(=O)NCCc1c[nH]c3ccccc13)C(=O)CO2	nt	-0.78	-0.86
O=CNc1ccccc1Oc1ccccc1	35	0.65	-0.09
CCOC(=O)CSc1nnc(CCCCCN2C(=O)c3cccc4cccc(c34)C2=O)o1	-41	-1.1	-0.95
COc1ccc(NC(=O)/C(=C/c2cccnc2)NC(=O)c2cccs2)cc1	-21	1.5	2.1
O=C(CSc1ncnc2sc3c(c12)CCCC3)c1ccco1	39	-1.1	-0.43
Cc1ccc(S(=O)(=O)N(CC(=O)Nc2cccc(N(C)S(C)(=O)=O)c2)c2ccc(Cl)c(Cl)c2)cc1	-62	-0.44	-1.1
OCCN1CCN(c2ncnc3nc[nH]c23)CC1	nt	0.61	0.28
CCC(=O)Nc1nnc(-c2ccc(OC)cc2)o1	nt	0.95	1.6
Cc1cccc(OCC(=O)N2CCOCC2)c1	15	-0.55	-1.3
CCN(CC)c1ccc(-c2nn3c(-c4ccccc4OC)nnc3s2)cc1	nt	-0.83	-0.03

The list goes on, overlapping the part above by 6 compounds.
SMILES	Insulin prom inh	SDO1 yeast rescue	SDO1 yeast rescue Rescue 24 h
O=C(CSc1ncnc2sc3c(c12)CCCC3)c1ccco1	39	-1.1	-0.43
Cc1ccc(S(=O)(=O)N(CC(=O)Nc2cccc(N(C)S(C)(=O)=O)c2)c2ccc(Cl)c(Cl)c2)cc1	-62	-0.44	-1.1
OCCN1CCN(c2ncnc3nc[nH]c23)CC1	nt	0.61	0.28
CCC(=O)Nc1nnc(-c2ccc(OC)cc2)o1	nt	0.95	1.6
Cc1cccc(OCC(=O)N2CCOCC2)c1	15	-0.55	-1.3
CCN(CC)c1ccc(-c2nn3c(-c4ccccc4OC)nnc3s2)cc1	nt	-0.83	-0.03
N#CC1=C(N)NC(SCc2ccc(F)cc2)=C(C#N)C12CCCCC2	-3	-1.9	-1.2
Cc1ccc(NC(=O)Nc2cccc([N+](=O)[O-])c2)cc1F	nt	-1.8	-1.4
Cc1cc([N+](=O)[O-])ccc1NC(=O)Cc1ccc(F)cc1	20	-0.98	-0.73
O=C(Oc1ccc2c(c1)OCO2)c1cc2c(s1)CCC2	nt	-0.73	-0.45
COc1ccc(OC)c(NC(=O)c2cc(-c3ccc(C)cc3O)n[nH]2)c1	nt	-1.1	-0.81
COCCCNC(=O)c1cccc(OC)c1OC	-114	-0.12	-0.72
COc1ccc(-c2cn3c(C)c(C(=O)NCCN4CCOCC4)sc3n2)cc1	-30	-0.27	-0.1
Cn1nc(-c2ccccc2)c(C(=O)Nc2ccc(C(F)(F)F)cc2)c1Cl	0	-1.1	-0.51
Cc1cc(C)n(-c2c(F)c(F)c(COC(=O)c3ccccc3)c(F)c2F)n1	-28	-0.8	0.81
CC(Oc1ccccc1)C(=O)NNS(=O)(=O)c1ccc([N+](=O)[O-])cc1 (stereo not drawn)	nt	1.4	0.85
CC(=O)N1[C@H](Cc2ccccc2)C=C[C@]1(C)C(=O)NCc1ccccn1	19	0.61	-0.29
CC(C)CC(OC(=O)c1ccco1)C(=O)NCC1CCCO1 (stereo not drawn)	nt	0.14	-0.12
Cc1cc(Nc2ccc(Cl)cc2)n(-c2ccccc2)n1	-43	-0.87	-0.61
Cc1ccc(/C=N/NC(=O)c2ccncc2)o1	31	0.91	-0.5
CC(C)OC(=O)C(C)Oc1ccc(C(=O)NCCc2ccccc2)cc1 (stereo not drawn)	38	-0.95	-1.2
COc1ccc(C(=O)Nc2ccccc2C(=O)N/N=C/c2ccc(O)c(OC)c2)cc1	-23	0.14	0.24
Cc1ccc(-c2cc(C(=O)Nc3ccc(S(=O)(=O)Nc4ncccn4)cc3)c3ccccc3n2)cc1	nt	-0.7	-0.6
C/C(=N\NC(=O)CCCOc1ccc(Cl)cc1C)c1ccc(C)o1	-43	-0.8	0.1
COc1ccc(Cl)cc1NC(=O)Nn1cnnc1	33	0.29	0.63
CCOC(=O)c1cnc(SCC(=O)Nc2ccc(NC(C)=O)c(OC)c2)nc1N	45	-0.51	-1.1
CCOc1ccc(/C=N/NC(=O)C(C)Sc2ccccn2)cc1OCC (stereo not drawn)	-17	0.57	0.77
Cc1ccn2c(NC(=O)c3ccccc3)c(-c3cccs3)nc2c1	nt	-0.45	0.03
COc1ccc(Cn2nnnc2C(c2cc(OC)ccc2OC)N2CCC(C(N)=O)CC2)cc1 (stereo not drawn)	25	1.5	0.9
COc1ccc(C(=O)/C=C/c2ccc(OC3CSC3)cc2)cc1OC	-19	-0.27	0.07
NC(=O)CSc1nc2ccc([N+](=O)[O-])cc2[nH]1	-350	nt	nt
CC1CCc2c(sc(NC(=O)c3ccc(-c4ccccc4[N+](=O)[O-])o3)c2C#N)C1 (stereo not drawn)	nt	0.59	0.17
CC(=O)Nc1ccc(NC(=O)CCSCCc2ccccn2)cc1	-6	nt	nt
CCCCC(=O)OCc1nc(N)nc(Nc2ccccc2C)n1	8	0.7	0.03
O=C1C=C(Nc2ccccc2O)c2ccccc2C1=O	-37	-0.92	-1
CN(C)CCNc1c2c(nc3nnnn13)CCCC2	0	nt	nt

Sorted by count of non-hydrogen atoms (high to low): part of the list above
SMILES	Insulin prom inh	SDO1 yeast rescue	SDO1 yeast rescue Rescue 24 h
COc1ccc(Cn2nnnc2C(c2cc(OC)ccc2OC)N2CCC(C(N)=O)CC2)cc1 (stereo not drawn)	25	1.5	0.9
COc1ccc(C(=O)/C=C/c2ccc(OC3CSC3)cc2)cc1OC	-19	-0.27	0.07
Cc1ccn2c(NC(=O)c3ccccc3)c(-c3cccs3)nc2c1	nt	-0.45	0.03

Going on with the list:
SMILES	Insulin prom inh	SDO1 yeast rescue	SDO1 yeast rescue Rescue 24 h
Cc1cc(/C=C(/C#N)C(=O)Nc2ccccc2)c(C)n1-c1cccnc1	-27	-0.96&-0.94	-0.75&-0.33
CCOc1ccc(NC(=O)c2ccccc2CO)cc1	nt	0.03	-0.14
O=C1Nc2cc3c(cc2Sc2ccccc21)OCCO3	90*	-1.1	0.07
Cc1ccccc1-n1c(=O)cc(NCC2CCCO2)[nH]c1=O (stereo not drawn)	-14	0.49	-0.43
COc1ccc2c(c1OC)C(=O)N(c1ncn[nH]1)C2	-270	0.04	-0.73
COc1cccc(-c2nc(CS(=O)(=O)CC(=O)Nc3cc(C)ccc3C)c(C)o2)c1	nt	-0.69	0.83
CCCOc1ccc(C2C(C(=O)c3ccc(C)o3)=C(O)C(=O)N2Cc2cccnc2)cc1 (stereo not drawn)	-67	0.35	0.38
COc1ccccc1OCCSc1nnnn1-c1ccc(C)cc1	nt	-1.1	-0.7
Cc1ccc(P(=O)(CC(=O)O)c2ccc(C)cc2)cc1	nt	1.2	-0.08
Cc1csc2c(=O)n3c(nc12)CCCCC3	nt	1.2	-0.3
CCn1c(SCC(N)=O)nc2sc3c(c2c1=O)CCCC3	64	-0.19	-0.5
COc1ccc2ccccc2c1CN1CCN(C(=O)c2ccccc2)CC1	nt	-0.45	-0.34
COc1ccc(NC(=O)NCc2ccccn2)cc1	31	-0.16	-0.11
CCOc1ccc(NC(=O)CSc2nnnn2CC(=O)O)cc1	22	-0.17	-0.22
CC(C)NC(=O)CN(CCc1ccccc1)S(C)(=O)=O	nt	0.26	0.45
COc1ccc(-c2cccc(C(=O)NCC(=O)O)c2)cc1	43	1.2	0.52
O=c1c2ccccc2c2ccccc2c(=O)n1CC1CCCO1 (stereo not drawn)	-17	-0.37	-0.73
COc1cccc(CNC(=O)c2ccc(CS(=O)(=O)Cc3ccc(C)cc3)o2)c1	-53	nt	nt
O=C(Nc1ccccc1)c1ccsc1	-20	0.58	0.6
CN1CCN(c2nc3c(c(=O)[nH]c(=O)n3C)n2CCSc2nc3ccccc3s2)CC1	nt	-0.25	-0.86
COCCNC(=O)C(C)N(c1ccc(Oc2ccccc2)cc1)S(C)(=O)=O (stereo not drawn)	8	0.59	0.16
N#CC(c1ccc(Cl)cc1)c1ccc(Cl)nn1 (stereo not drawn)	16	-1.1	-1.1
CCOC(=O)C1=C(C)N(C)C(C)=C(C(=O)OCC)C1c1cccnc1	50	-0.51	-0.58
COCc1nnc(SCC(=O)Nc2cccc(Cl)c2C)n1-c1ccccc1	nt	0.2	-0.07
Cc1cccc(C)c1NC(=O)c1cc2c(=O)c3ccccc3oc2nc1C(F)(F)F	nt	-0.64	0.37
CCOC(=O)c1cccc(NC(=O)c2ccc(N(C)C)cc2)c1	7	0.5	0.02
O=C(Nc1ccc(O)cc1)C1CC=CCC1 (stereo not drawn)	nt	0.7	-0.18
CCn1cc([N+](=O)[O-])c(C(=O)Nc2ccc3c(c2)OCCO3)n1	nt	0.65	0.1
C=CCn1nc(-c2ccccc2)c2c(C)onc2c1=O	-58	nt	nt
CC1CCN(c2nc3c(c(=O)n(C)c(=O)n3C)n2Cc2ccccc2)CC1	-14	-0.81	-1
Cn1c(=O)n(C)c2cc(C(=O)O)ccc21	19	0.41	-1
COc1cccc(N2CC(=O)N(NC(=O)CSc3nc(C)cc(C)c3C#N)CC2=O)c1	25	0.84	0.33
Cc1coc(C)c1C(=O)CC1(O)C(=O)Nc2cc(Cl)cc(Cl)c21 (stereo not drawn)	nt	0.42	-0.15
CCOC(=O)c1c(C)oc2ccc(OCc3cc(C(=O)OC)oc3C)cc12	-11	-0.93	-0.32
COc1cc(NC(=O)c2cc(OC)c(OC)c(OC)c2)c(OC)cc1NC(=O)CN1CCCCC1	49	1.1	1.1
C/C(CCc1ccccc1)=N\NC(=O)COc1ccccc1C	37	nt	nt
O=C(CSc1nnc2scc(-c3ccccc3)n12)Nc1nsc(-c2ccc(Cl)cc2)n1	-17	nt	nt
CCOC(=O)c1cc2[nH]c3ccccc3c2[n+](-c2ccc([N+](=O)[O-])cc2)c1C	-56	0.79	0.6
O=C(Nc1ccccc1F)NC1CCN(Cc2nnnn2Cc2ccc(F)cc2)CC1	nt	0.92	-0.09
O=C(NCCc1ccccc1)C1CCN(C(=O)c2sccc2-n2cccc2)CC1	nt	0.79	0.69
COc1ccc(OC)c(S(=O)(=O)N(C)CC(=O)Nc2ccc3c(c2)OCCO3)c1	10	-0.76	-1.1
COc1ccc(S(=O)(=O)N2CCN=C2SCc2cccnc2)cc1	7	nt	nt
CCC(C)(C(=O)NC1CCCC1)N(Cc1cccs1)C(=O)c1ccc2c(c1)OCO2 (stereo not drawn)	-57	-0.48	-0.25
N#Cc1c(N)sc(=S)c2c1CCCCC2	23	0.58	-1.3
O=C(CSc1nccn1-c1cccc(Cl)c1)Nc1ccc2c(c1)OCCO2	nt	-2.2	-1.3
O=C(CSc1nc2c(cnn2-c2ccc(F)cc2)c(=O)[nH]1)N1CCOCC1	0	0.43	0.26
O=C(NC1CCCCC1)c1nc2c(nnn2Cc2ccccc2Cl)c(=O)[nH]1	14	0	0.04
O=C1C(=O)N(c2cccc(Cl)c2)C(c2ccccc2[N+](=O)[O-])/C1=C(\O)c1ccccc1 (stereo not drawn)	nt	0.09	0.48
O=C1C[C@@H](c2ccc(O)cc2)Oc2cc(O)cc(O)c21	0	-0.09	0.17
Cc1ccccc1-n1c(SCC(=O)c2c(N)n(C)c(=O)n(C)c2=O)nc2sc3c(c2c1=O)CCCC3	-12	-0.51	-0.36

Structures listed above that bear a hit mark in Insulin prom inh:
SMILES	Insulin prom inh	SDO1 yeast rescue	SDO1 yeast rescue Rescue 24 h
O=C1Nc2cc3c(cc2Sc2ccccc21)OCCO3	90*	-1.1	0.07

Later entries:
SMILES	Insulin prom inh	SDO1 yeast rescue	SDO1 yeast rescue Rescue 24 h
COc1cc(NC(=O)COC(=O)c2ccccc2F)cc(OC)c1	nt	0.07	0.05
Cc1ncc(C[n+]2csc(CCOC(=O)CC3C4CC5CC(C4)CC3C5)c2C)c(N)n1 (stereo not drawn)	-25	1.7	2.6
Cc1cccc(OCCc2c(C)[nH]c(=S)[nH]c2=O)c1	-15	nt	nt
CCCc1cc(=O)[nH]c(SCC(=O)Nc2nc(-c3ccccc3)cs2)n1	8	nt	nt
COP(=O)(OC)c1nc(-c2cccc3ccccc23)oc1NCc1ccccc1	10	-1	-1.4
Cc1ccc(C2=[N+]([O-])C3(CCCCC/C3=N\NC(N)=O)N(O)C2(C)C)o1 (stereo not drawn)	17	0.8	0.39
CSc1nc2ccc(NC(=O)CSc3nnc(N)s3)cc2s1	-13	0.91	0.53
COc1c(Cl)ccc(Cl)c1C(=O)OCC(=O)O	13	-0.23	-0.96
O=C1N=C(N2CCOCC2)SC1=C1CCCCC1	-5	-0.68	-1.6
COc1cc(/C=N/NC(N)=O)cc(Br)c1OCc1ccccc1C	0	-0.29	-0.57
CCOc1ccccc1C(=O)Nc1ccccc1-c1ccccc1	3	-0.41	0.21
Cc1ccc(SCC(=O)Nc2ccccc2C(=O)O)cc1	11	0.19	-0.46
CC(=O)N1N=C(C)CC1c1ccc(O)cc1 (stereo not drawn)	0	0.54	0.14
CCOC(=O)c1oc2ccc(Br)cc2c1NC(=O)CN1CCN(C)CC1	9	-0.08	1.6
O=C(CCn1c(=O)sc2ccccc21)NCc1ccc2c(c1)OCO2	33	0.28	0.13
O=C(N/N=C/c1c[nH]c2ccccc12)c1sc2ccccc2c1Cl	nt	-1.8	-1.1
Cc1csc(N/N=C/c2ccc(O)c([N+](=O)[O-])c2)n1	8	-1.8	-1.7
CC(C)CC(OC(=O)c1cccs1)C(=O)NCC1CCCO1 (stereo not drawn)	nt	-0.16	-0.52
CS/C(=N\S(=O)(=O)c1cccs1)Nc1cccc(Cl)c1C	-79	-0.52	-0.3
CC1(C)CC(=O)C2=C(C1)N(C1CCCCC1)C(=O)C2(O)C(F)(F)F (stereo not drawn)	36	0.04	-1.5
N#CCC(=O)N/N=C/c1ccc(SCC(=O)Nc2ccccc2)o1	-71	nt	nt
C/C(=C\c1cc(C(=O)O)c(C)o1)CO	-24	0.4	-0.46
Cc1ccc(NC(=O)C2CCN(C(=O)NC3CCCCC3)CC2)cc1	50	0.86	0.93
